Screening data as filed in PubChem BioAssay.
Keap1 Nrf2 FP: Keap1-Nrf2 protein-protein interaction inhibitors, primary screen, biochemical, fluorescence polarization, single point; Keap1 Kelch-Nrf2 peptide fluorescence polarization, 1536-well; inhibition, % at 9.4 µM; 0.15% of 340,000 active; in the data active = inhibition above about 12%;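 also: human Keap1 Kelch domain with fluorescein labeled Nrf2 9mer peptide probe; 0% = neutral control wells and 100% = peptide positive control; higher means more block of Keap1 binding to Nrf2 peptide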
LANA DNA inh: inhibitors of KSHV C-LANA binding to DNA, primary screen, biochemical, fluorescence polarization, FAM-LBS DNA, MBP-C-LANA, single point; 0.078% of 340,000 active; AID 504423, 2011; Kaposi's sarcoma herpesvirus LANA C-terminal domain (residues 932-1162) DNA binding; inhibition, % at 9 µM;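 active = highest replicate inhibition at or above 60% at 9 µM, even if other replicates fall short; inactive = all replicates below 60% inhibition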;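 also: 0% = neutral control wells and 100% = 4 µM acridine orange control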
Cardiac RTF inh: cardiac RTF calcium sensitivity inhibitors, primary screen, biochemical, IANBD-TnC fluorescence, EC70 calcium. Troponin I, cardiac muscle (Homo sapiens) + Troponin T, cardiac muscle (Homo sapiens) + …. 0.12% of 340,000 active. IANBD-labeled cardiac RTF, Ca2+ fluorescence. inhibition, % at 7.15 µM. AID 493244, 2011;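 active = inhibition above the mean inhibition of all tested compounds plus 3 SD, cut at about 17% in these data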;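 also: assay run at fixed EC70 calcium of 1.6 mM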
V-ATPase pHluor: regulators of yeast V-ATPase proton pumping, primary screen, pHLuorin cytosolic pH fluorescence; S. cerevisiae; response, % at 10 µM; 0.37% of 350,000 active; AID 504577, 2011; in the data active = response mostly above about 7.3%, no sharp cut-off; inactive = mostly below about 5.4%; also: actives read high; inactives centre near 0; some compounds called inactive have numbers as strong as hits; reference of the scale not given here
CAL PDZ FP-1: untagged CAL PDZ binding inhibitors, primary screen, biochemical, fluorescence polarization, HTS; purified CAL PDZ, TMR-peptide fluorescence polarization, 1 h; 0.92% of 300,000 active; inhibition, % at 24.9 µM; AID 602252, 2012;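 active = mean inhibition of at least 30% with at least half of replicates also reaching 30%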;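 also: 0% = DMSO neutral control and 100% = excess unlabeled competitor peptide PRC23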
Arrestin-AP2 inh: inhibitors of beta-arrestin/AP2 binding, primary screen, biochemical, GPCR trafficking, flow cytometry; FITC-arrestin peptide / GST-AP2 beads; AP2 beta2 appendage carries R879A mutation; inhibition, % at 10 µM; 0.31% of 340,000 active; AID 504490, 2011;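 active = inhibition above a set limit, near 3 SD of compounds lacking own fluorescence, cut at about 54% in these data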;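 also: plate controls were DMSO wells for no effect and 5 µM unlabelled arrestin peptide for full effect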
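System: GST-AP2 R879A bound to glutathione beads, E. coli-expressed. Also added: 50 nM FITC-arrestin peptide. Schedule: compound with beads 12 min RT, then probe 1 h RT. Signal: bead flow cytometry, FITC channel. Read-out basis: percent response.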
DSG3 Ab inh: inhibitors of pemphigus antibody binding to DSG3, primary screen, biochemical, bead-based, flow cytometry, scFv-GFP | DSG3-coupled beads, scFv-anti-DSG3-GFP binding; active compounds read low | binding (percent of control), % at 10 µM | 0.48% of 310,000 active | AID 588358, 2011;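 active = binding more than 3 SD below its plate's average and above zero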;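 also: hits lower antibody fragment binding to DSG3; some compounds called inactive have numbers as strong as hits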
DAGLB inhibitor: DAGLB lipase inhibitors, primary screen, biochemical, fluorescence, HTS. HEK293T DAGLB membrane lysate, EnzChek fluorogenic substrate. inhibition, % at 5.17 µM. 0.059% of 340,000 active. Diacylglycerol lipase-beta (Homo sapiens), Q8NCG7; in the data active = inhibition above about 34%;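 also: 0% = enzyme with vehicle and 100% = wells lacking enzyme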
CAL PDZ FP-2: CAL PDZ peptide-binding inhibitors, primary screen, biochemical, fluorescence polarization, Cer-tagged CAL PDZ, HTS; Golgi-associated PDZ and coiled-coil motif-containing protein (Homo sapiens), Q9HD26; purified CAL PDZ, TMR-peptide fluorescence polarization, 1 h; inhibition, % at 20 µM; 0.02% of 330,000 active; AID 504414, 2011;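 active = highest replicate inhibition of at least 40%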;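 also: plate controls were DMSO neutral control wells for no effect and unlabeled competitor peptide control wells for full effect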
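System: purified tagged CAL PDZ domain construct (CerCALP). Schedule: 1 h incubation at room temperature before polarization reading. Medium: 25 mM sodium phosphate pH 7.4, 150 mM NaCl, TCEP, IgG, Thesit. Read-out: percent inhibition from loss of millipolarization. Measured by: FP readout, S and P plane fluorescence. Probe or stimulus: fluorescent TMR peptide probe.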
NSD2 HMT inh: NSD2 histone methyltransferase inhibitors, primary screen, biochemical, AlphaScreen, single concentration, set 2; Histone-lysine N-methyltransferase NSD2 (Homo sapiens), O96028; NSD2 peptide methylation, 120 min; inhibition, % at 12.5 µM; 0.54% of 310,000 active; AID 743445, 2014; in the data active = inhibition above about 50%
Target sequence (O96028 whole entry, looked up): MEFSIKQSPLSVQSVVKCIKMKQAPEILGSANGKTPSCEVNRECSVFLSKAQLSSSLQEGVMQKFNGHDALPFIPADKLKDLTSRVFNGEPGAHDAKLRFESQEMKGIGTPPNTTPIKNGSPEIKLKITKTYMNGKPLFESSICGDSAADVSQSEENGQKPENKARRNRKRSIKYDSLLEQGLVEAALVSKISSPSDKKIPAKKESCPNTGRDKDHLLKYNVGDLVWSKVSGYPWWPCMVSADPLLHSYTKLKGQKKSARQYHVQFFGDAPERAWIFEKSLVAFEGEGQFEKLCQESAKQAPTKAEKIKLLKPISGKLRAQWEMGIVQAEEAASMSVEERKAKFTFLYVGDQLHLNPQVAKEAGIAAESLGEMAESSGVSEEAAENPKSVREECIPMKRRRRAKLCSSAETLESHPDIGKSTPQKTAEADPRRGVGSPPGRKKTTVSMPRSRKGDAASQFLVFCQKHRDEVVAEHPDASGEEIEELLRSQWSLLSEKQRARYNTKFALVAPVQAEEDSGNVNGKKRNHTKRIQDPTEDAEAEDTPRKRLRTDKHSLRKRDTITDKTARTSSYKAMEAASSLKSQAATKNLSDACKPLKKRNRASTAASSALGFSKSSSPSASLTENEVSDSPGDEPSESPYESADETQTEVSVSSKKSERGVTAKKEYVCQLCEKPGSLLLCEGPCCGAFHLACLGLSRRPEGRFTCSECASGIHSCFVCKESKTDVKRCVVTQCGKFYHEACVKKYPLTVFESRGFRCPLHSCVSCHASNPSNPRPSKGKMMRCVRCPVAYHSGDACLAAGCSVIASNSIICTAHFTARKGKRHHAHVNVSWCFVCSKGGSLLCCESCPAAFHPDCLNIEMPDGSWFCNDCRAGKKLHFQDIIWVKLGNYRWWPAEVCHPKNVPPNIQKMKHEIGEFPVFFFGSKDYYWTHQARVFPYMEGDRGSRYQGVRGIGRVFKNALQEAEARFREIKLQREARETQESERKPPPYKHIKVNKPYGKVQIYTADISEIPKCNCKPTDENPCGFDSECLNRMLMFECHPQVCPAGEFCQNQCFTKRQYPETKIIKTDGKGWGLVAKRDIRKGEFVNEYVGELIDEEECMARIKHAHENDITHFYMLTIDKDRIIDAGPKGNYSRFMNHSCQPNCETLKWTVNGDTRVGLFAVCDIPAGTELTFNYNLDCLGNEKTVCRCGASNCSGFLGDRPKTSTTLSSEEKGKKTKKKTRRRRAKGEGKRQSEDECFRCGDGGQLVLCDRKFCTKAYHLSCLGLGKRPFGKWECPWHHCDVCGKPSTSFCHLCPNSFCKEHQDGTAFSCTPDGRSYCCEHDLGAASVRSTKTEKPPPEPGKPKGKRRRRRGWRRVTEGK
Numbers without * were called inactive; / = not tested or not shown. A portion of the library; count on the stated rates, not on these rows.

Sample of the layout:
compound	Keap1 Nrf2 FP	LANA DNA inh	Cardiac RTF inh	V-ATPase pHluor	CAL PDZ FP-1	Arrestin-AP2 inh	DSG3 Ab inh	DAGLB inhibitor	CAL PDZ FP-2	NSD2 HMT inh
COc1ccc(Cl)cc1S(=O)(=O)NCc1nc2nc(C)cc(C)n2n1	-2	-0.1	-1	-2	/	17	89	-3	0.3	/
Cc1c(NC(=O)C(C)OC(=O)c2cc3c4ccccc4n(C)c3s2)c(=O)n(-c2ccccc2)n1C (configuration not stated)	-9	0.8	-6	3	0	0	111	1	-1.1	1

The whole of this part, from the first entry:
compound	Keap1 Nrf2 FP	LANA DNA inh	Cardiac RTF inh	V-ATPase pHluor	CAL PDZ FP-1	Arrestin-AP2 inh	DSG3 Ab inh	DAGLB inhibitor	CAL PDZ FP-2	NSD2 HMT inh
COc1ccc(Cl)cc1S(=O)(=O)NCc1nc2nc(C)cc(C)n2n1	-2	-0.1	-1	-2	/	17	89	-3	0.3	/
Cc1c(NC(=O)C(C)OC(=O)c2cc3c4ccccc4n(C)c3s2)c(=O)n(-c2ccccc2)n1C (configuration not stated)	-9	0.8	-6	3	0	0	111	1	-1.1	1
C=CCN(CC=C)CCOc1ccccc1F	3	-0.1	4	0	0	-1	105	0	-0.4	2
Cc1cc(-c2ccc3ccccc3c2)n2ncnc2n1	-7	-0.3	-7	-2	1	3	106	3	-0.8	-3
CSc1ccccc1OCc1cc(C(=O)N2CCN(Cc3nccn3C)CC2)no1	2	0.2	-1	0	-2	11	123	1	-2.5	8
CCOc1ccc(OCC)c(NC(=O)c2[nH]c(C)c(C(C)=O)c2C)c1	3	0.8	-7	-2	/	-1	98	1	-1.6	1
Cc1nn(-c2ccc(F)cc2)c(C)c1NS(=O)(=O)c1ccc(Cl)cc1	-3	1.5	0	2	-4	23	74	-5	-1.4	/
COc1ccc2nc(C)cc(SCC(=O)N/N=C/c3cccc4ccccc34)c2c1	-2	-0.3	-6	1	/	-3	94	1	-2.8	3
C=CCSc1nnc(N2C(=O)C(O)=C(C(=O)c3ccco3)C2c2ccc(F)cc2)s1 (configuration not stated)	-4	6.8	-17	8	-2	25	144	7	-4.6	-5
COc1cccc(N2CCN(C(=O)c3ccc(CS(=O)c4ccccc4Cl)o3)CC2)c1 (configuration not stated)	-1	0.4	8	-1	1	-6	100	-1	-3.1	13
CC(NC(=O)C(=O)N1CCCCC1)C(c1cccs1)N1CCN(c2ccccc2F)CC1 (configuration not stated)	2	-0.7	-1	0	-1	23	92	2	-1.1	-4
COc1ccc(N(CC(=O)NCCSCc2ccccc2C)S(=O)(=O)c2ccccc2)cc1	-5	-0.4	-5	4	-4	-6	102	-3	-3.1	-1
C[C@H](CO)NC(=O)[C@H](C)[C@@H]1C[C@@]1(C)[C@@H](NC(=O)OCc1ccccc1)c1ccccc1	0	0.6	1	0	-1	-4	106	-1	-1.5	/
C#Cc1ccc([C@H]2C=C(C(=O)NCc3nc4ccccc4[nH]3)O[C@@H](OCc3ccc(CO)cc3)C2)cc1	-11	-0.5	-15	-1	2	17	87	-5	0.5	/
O=C(CCCc1nc2ccccc2s1)NC(c1ccccc1)c1ccccc1	2	-0.6	2	-4	-1	-3	82	-1	-0.7	-4
Nc1c(-c2ccccc2)c(CSc2nc3ccccc3[nH]2)nn1-c1cccc(Cl)c1	2	-0.5	-2	-2	-3	9	/	2	-2.8	2
CCCc1cc(=O)oc2cc(OCC(=O)NCC(O)c3ccccc3)ccc12 (configuration not stated)	-6	-1.1	-10	3	20	5	0.7*	0	-2.0	-3
O=C(CSc1nncs1)NC(=O)NCc1ccco1	2	1.7	-11	-1	-3	-19	94	-5	-2.4	5
CCOC(=O)C(Cc1ccccc1)C(=O)Nc1nccs1 (configuration not stated)	-5	-1.3	-5	-1	-2	-5	108	-1	0.7	-2
O=C(Nc1nc(N2C(=O)c3ccccc3C2=O)n(-c2ccccc2)n1)c1ccccc1	-7	-0.5	-5	0	-8	-3	116	1	0.8	-3
CCN(CC)CCNC(=O)c1ccc(NC(=O)Cc2cccc3ccccc23)cc1	-3	1.8	-6	0	-3	-7	/	0	-4.1	11
Cc1cccc(C(=O)OCC(=O)NC(C)CCc2ccccc2)c1 (configuration not stated)	-4	-0.9	0	2	2	9	107	-1	-0.2	12
O=C(CC1C(=O)NCCN1Cc1ccoc1)NCCCn1ncc2ccccc21 (configuration not stated)	0	2.0	-24	-1	-4	31	101	0	-4.3	7
Cc1cccc(C)c1NC(=O)C(=O)NCCc1c[nH]c2ccccc12	4	-0.2	5	1	-4	31	90	1	-1.4	-1
CCN1CCN(C(=O)CN(c2ccc(C)cc2)S(C)(=O)=O)CC1	-1	0.3	6	-4	-3	1	100	-1	0.9	6
CCN(CC)S(=O)(=O)c1ccc(N2CCCCC2)c(NC(=O)c2ccncc2)c1	0	-0.8	11	3	5	-8	98	-2	0.0	-6
COc1ccccc1/C(C)=N/NC(=O)c1nnn(-c2nonc2N)c1C(C)C	-2	0.1	-2	1	-2	14	104	-7	-3.1	-7
CS(=O)(=O)N(CC(=O)NCc1ccncc1)Cc1ccc(Cl)cc1	0	1.9	-7	3	-2	34	111	0	/	8
O=S(=O)(c1cccc(-n2cnnn2)c1)N1CCOCC1	1	0.2	-2	3	-2	-4	98	1	-0.5	-1
Cc1nc(N)ncc1Sc1ccc(Cl)cc1	3	1.1	-1	-1	0	1	99	2	-0.6	2
CCc1ccc(C(=O)N2CCN(c3ccc(NC(=O)c4cccnc4)cc3)CC2)cc1	2	-1.9	-7	-6	-1	41	/	0	-1.6	7
O=C(O)c1cccc2c1C(=O)c1cccc3snc-2c13	-4	1.8	-19	0	-1	0	96	0	-2.5	4
O=C1Nc2ccc(Br)cc2C1=Nc1cccnc1	/	/	/	1	/	-3	112	/	/	67*
c1cncc(CNc2nc(N3CCOCC3)nc(N3CCOCC3)n2)c1	-5	0.4	-4	-2	-6	4	102	2	-3.8	0
N/C(=N\OC(=O)CC1CCCCC1)c1ccccc1	3	-1.3	3	-4	-4	15	/	-2	-2.5	0
Cc1onc(-c2c(F)cccc2Cl)c1C(=O)OCC(=O)N1C(C)CCCC1C (configuration not stated)	2	-4.4	-6	-5	-2	48	90	-2	-0.8	2
CCOC(=O)C1=C(C)NC(SCc2cc(=O)[nH][nH]2)=C(C#N)C1c1cccs1 (configuration not stated)	-4	1.5	10	-2	9	7	84	21	-2.7	13
COc1cc2c(cc1OC)C(Cc1cc(OC)c(OC)cc1[N+](=O)[O-])=NCC2	3	0.5	-2	-5	-4	37	101	2	0.1	/
O=C(CN(Cc1ccco1)S(=O)(=O)c1ccccc1)N/N=C/c1cccc(O)c1	-3	-2.0	1	0	-3	-5	104	-1	-0.3	2
Cc1cc(C)c2c(N)c(C(=O)NC3CCCC3)sc2n1	-1	2.8	-5	-1	0	5	101	2	-1.7	-5
CCc1cc(=O)oc2cc(C)cc(OCC(=O)NCC3CCC(C(=O)O)CC3)c12 (configuration not stated)	7	0.6	-3	-3	-2	-3	/	0	0.5	/
Cc1cc(C)cc(OC(C)C(=O)Nc2ccc(S(=O)(=O)Nc3cc(C)nc(C)n3)cc2)c1 (configuration not stated)	2	-0.9	2	3	-6	-4	106	0	-0.9	1
O=C(NCc1ccc2c(c1)OCO2)C(=O)NCC(c1ccco1)N1CCN(c2ccccc2)CC1 (configuration not stated)	-5	0.4	-1	-1	-5	-15	96	0	-2.4	/
CCOC(=O)c1c(NC(=O)C2CCCO2)sc(C)c1C (configuration not stated)	-7	-1.3	-1	1	6	9	100	-12	-1.1	-5
CC/C(C)=C1\SC(N2CCN(C(C)=O)CC2)=NC1=O	-5	1.3	7	0	0	8	94	1	1.7	-1
CCCCOC(=O)CSC1=C(C#N)C(c2ccccc2OCC)C(C#N)C(=O)N1 (configuration not stated)	-5	-3.5	-4	3	-1	5	103	0	-0.3	/
Cc1ccsc1/C=N/NC(=O)Cn1nc(C)c([N+](=O)[O-])c1C	-2	-0.6	2	2	-6	-5	114	1	0.1	1
Cn1cccc1C(=O)OCC(=O)NCCc1ccc(S(N)(=O)=O)cc1	-2	2.9	-12	1	9	7	114	1	-4.1	0
CCN(Cc1ccccc1)C(=O)C1CCN(CC2CC=CCC2)CC1 (configuration not stated)	-7	-1.7	-18	1	-1	-27	107	-1	-1.0	1
COc1cccc(/C=C/C(=O)c2ccc(NC3=NCCCS3)cc2)c1	-10	-1.2	0	-1	-2	43	100	-1	-0.7	18
COC(=O)C1=C(C)N(C)C(=O)NC1c1ccsc1 (configuration not stated)	3	-0.7	-6	-5	-1	21	104	-2	-4.0	-2
CNC[C@H]1Oc2c(NC(=O)C3CCCCC3)cccc2C(=O)N([C@H](C)CO)C[C@@H]1C	-3	-1.9	1	-1	5	3	107	2	-1.3	/
CCn1c(SCC(=O)Nc2ccc(F)cc2)nnc1-c1cnccn1	-2	0.7	-4	-1	-2	39	/	-2	-3.3	-4
CCN1CCN(C(c2cccs2)C(C)NS(=O)(=O)c2ccc(Br)cc2)CC1 (configuration not stated)	0	0.0	-3	1	/	2	103	0	-1.3	14
CCOC(=O)C1=C(C)N=c2s/c(=C\C(=O)OC)c(=O)n2C1c1ccc(OC)cc1 (configuration not stated)	-4	-0.9	-16	4	-4	1	106	-2	/	-2
COc1ccc(C(=O)Nc2cc(OC)c(Cl)cc2OC)cc1	-3	-1.9	5	-4	37*	4	95	-7	-0.6	-2
O=c1cc(O)nc(SCc2ccccc2Cl)[nH]1	0	0.7	-8	3	-2	20	107	5	-1.1	8
CCCCSc1nc2c(=O)[nH][nH]c(=O)c2n1Cc1ccccc1	6	0.0	-3	3	3	12	89	3	/	0
CCOC(=O)N1CCC2(CC1)NCCc1c2[nH]c2ccccc12	-1	1.0	-7	-14	11	53	109	-1	-1.1	4
